Assay outcomes deposited in PubChem BioAssay by several laboratories.
HIF-2a block = HIF-2a inhibition; 786-0 RCC cells HIF-2a reporter, luciferase luminescence, overnight; inhibition, % at 18.8 µM; 360,000 tested, 0.72% active; AID 624352;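 active = inhibition of the luminescence signal of 40% or more relative to plate controls, in a single-dose primary screen at 18.75 µM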
Shn3 3UTR inh = inhibitors of Schnurri-3 3'UTR reporter in osteoblasts | Clone20 osteoblast Shn3 3'UTR firefly luciferase, 24 h | inhibition, % at 12.5 µM | 360,000 tested, 0.52% active;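 active = mean inhibition of at least 75% with every replicate also reaching 75%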;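 note: 0% = median of neutral control wells and 100% = pilot-screen positive control compound; some compounds past the cut are filed as inactive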
NR2E3 ag-1 = activates human NR2E3 receptor. AID 602229. CHO-S Gal4-NCOR/VP16-NR2E3 two-hybrid, luciferase. 360,000 tested, 0.35% active. inhibition of corepressor binding, % at 3.98 µM;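 active = inhibition above the mean of all tested compounds plus 3 SD, cut at about 70% in these data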;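 note: 0% = DMSO with NR2E3 transfected cells and 100% = cells lacking NR2E3 construct; higher means lower luciferase signal from less NR2E3 corepressor binding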
Target sequence (Q9Y5X4 whole entry, looked up, the tested form may be a part): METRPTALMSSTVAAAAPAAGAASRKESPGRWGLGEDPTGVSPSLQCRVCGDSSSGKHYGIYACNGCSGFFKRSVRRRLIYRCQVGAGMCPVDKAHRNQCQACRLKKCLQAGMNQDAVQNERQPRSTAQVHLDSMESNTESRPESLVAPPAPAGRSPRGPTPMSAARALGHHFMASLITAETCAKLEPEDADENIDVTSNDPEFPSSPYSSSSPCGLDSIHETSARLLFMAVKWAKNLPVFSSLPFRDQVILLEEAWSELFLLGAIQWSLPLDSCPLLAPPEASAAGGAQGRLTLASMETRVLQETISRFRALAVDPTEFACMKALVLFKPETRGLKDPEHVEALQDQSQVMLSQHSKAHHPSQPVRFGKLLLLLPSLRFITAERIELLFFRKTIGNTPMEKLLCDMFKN
NR2E3 ag-2 = agonists of human nuclear receptor NR2E3 | Q9Y5X4 | GST-NR2E3/biotin-RetCOR TR-FRET, 1536-well | inhibition of corepressor binding, % at 4.78 µM | 320,000 tested, 0.12% active | AID 2300;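 active = percent inhibition above the cutoff of mean plus 3 SD of all tested compounds, set per screening campaign, cut at about 20% in these data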;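 note: 0% = DMSO wells and 100% = biotin wells as full block of FRET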
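System: GST-tagged NR2E3 plus biotinylated RetCOR corepressor; Amount: 1.35 nM GST-tagged NR2E3 final; Dosing: single nominal compound dose of 4.8 µM; Schedule: 5 h incubation at 4 °C; Technique: TR-FRET with europium anti-GST and streptavidin-D2, 340 nm excitation; Controls: biotin wells as high control, 0.6% DMSO wells as low control.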
Peg3 prom inh = Peg3 promoter activity inhibition. HeLa PEG-Prom luciferase reporter, luminescence, overnight. inhibition, % at 20 µM. 360,000 tested, 1.7% active;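 active = inhibition of at least 50% at 20 µM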
KKLEB cytotox = counter-screen for CF NF-kB inhibitors: cytotoxicity; activity change (cytotoxicity), % at 5 µM; KKLEB CF airway cells viability, ATPlite luminescence, overnight; stronger effect = lower value; cells stimulated with P. aeruginosa culture filtrate; AID 602141; 360,000 tested, 0.36% active;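 active = corrected activity change at or below -50% at 5 µM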
TRPM1 prom inh = reduces MITF-dependent TRPM1 promoter luciferase signal | SK-MEL-5 TRPM1 promoter luciferase, 24 h | inhibition, % at 12.5 µM | 330,000 tested, 0.83% active;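 active = mean inhibition across replicates of 60% or more, whatever share of single replicates reaches that level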; note: values of inactives mirror those of a sister screen read the other way
LMP1 NFkB inh = reduces LMP1-driven NF-kappaB luciferase signal. LMP1-induced NF-kappaB luciferase reporter cells, luminescence. inhibition, % at 12.5 µM. AID 504558. 350,000 tested, 0.69% active; in the data active = inhibition above about 41%;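 note: 0% = neutral control wells and 100% = reference inhibitor control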
CF NFkB inh = inhibitors of cystic fibrosis induced NF-kB. KKLEB NF-kB-GFP reporter, PAF-induced, GFP fluorescence overnight. inhibition, % at 5 µM. 360,000 tested, 0.86% active. AID 588850;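 active = at least 50% inhibition at 5 µM, scaled per plate between neutral and stimulator controls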;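 note: PAF is a Pseudomonas aeruginosa culture filtrate used as stimulus; plate controls were PAF-stimulated DMSO wells for no effect and unstimulated DMSO wells for full effect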
C8 TRAIL sens = caspase-8 TRAIL sensitization. inhibition (viability loss, TRAIL sensitization), % at 10 µM. 360,000 tested, 1% active. NB7+C8 cells + TRAIL, ATPlite viability luminescence. AID 624354;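 active = compounds causing at least 50% loss of cell viability in the single-dose screen, relative to plate controls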
hiPSC survival = increases survival of single human iPS cells; hiPSC single-cell survival, ATPlite luminescence; 100% = ROCK inhibitor wells, 0% = DMSO; survival enhancement, % at 20 µM; 360,000 tested, 0.044% active; AID 602274; in the data active = survival enhancement above about 18%;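 note: cells exposed to compounds for 16 hours before the ATP read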
* marks the source's active call; other numbers are inactive results; · = no result given. Only part of the results is shown, so the mix of outcomes need not match the whole.

Letters: A = HIF-2a block; B = Shn3 3UTR inh; C = NR2E3 ag-1; D = NR2E3 ag-2; E = Peg3 prom inh; F = KKLEB cytotox; G = TRPM1 prom inh; H = LMP1 NFkB inh; I = CF NFkB inh; J = C8 TRAIL sens; K = hiPSC survival
COc1ccc(CN2C(=O)c3ccccc3C2C(=O)NC2CCC(C)CC2)c(OC)c1 (configuration not stated)
  A = 17; B = 16; C = 6; D = 1; E = 14; F = -11; G = -1; H = 3; I = 10; J = 3; K = 0.1
O=c1[nH]ncc(N2CCN(Cc3ccccc3)CC2)c1Cl
  A = 4; B = 0; C = -12; D = -3; E = -6; F = -1; G = 4; H = 0; I = 11; J = 4; K = 0.3
Cc1ccsc1-c1nc(CN(C)C(C2CC2)C2CC2)c(C)o1
  A = -2; B = 15; C = 4; D = 2; E = -15; F = 4; G = 1; H = 1; I = -1; J = 4; K = -1.1
COc1cc(-c2nnc(Cn3cc(C(F)(F)F)ccc3=O)o2)cc(OC)c1OC
  A = 18; B = -6; C = 11; D = 2; E = 4; F = -10; G = 7; H = 24; I = -4; J = -1; K = -1.9
Cc1ccc(Cl)cc1NC(=O)c1ccc(CSc2nnnn2C)cc1
  A = -27; B = 8; C = -25; D = 4; E = -19; F = -2; G = -8; H = -6; I = 4; J = 12; K = 3.0
Cc1cccc(C(=O)N[C@H](C(=O)Nc2cccc(S(=O)(=O)N3CCCC3)c2)C(C)C)c1
  A = 23; B = 4; C = -19; D = 0; E = 32; F = -5; G = -8; H = -2; I = 7; J = 5; K = -0.3
O=C(O)C1C2C=CC3(CN(CC(O)COc4ccccc4)C(=O)C13)O2 (configuration not stated)
  A = 11; B = 3; C = 7; D = 2; E = 9; F = -11; G = 3; H = -8; I = -14; J = -11; K = 1.9
CCC(=O)N1c2ccc(S(=O)(=O)CCC(=O)Nc3nccs3)cc2CC1C (configuration not stated)
  A = 17; B = 14; C = 9; D = 3; E = 20; F = 3; G = 2; H = 12; I = 21; J = -2; K = -4.1
Cc1ccc(NC(=O)CSc2nc3c(cc2C#N)C(=O)CCC3)cc1S(=O)(=O)N(C)C
  A = 15; B = 16; C = -10; D = 0; E = 19; F = -10; G = 5; H = -4; I = 5; J = 21; K = -2.4
COc1cc(OC)cc(C(=O)NCCCCc2ccccc2)c1
  A = 11; B = 36; C = 11; D = -2; E = 11; F = 8; G = 3; H = -1; I = -6; J = -7; K = 0.3
Cn1nnnc1CCOCCc1nnnn1C
  A = 19; B = 6; C = -13; D = -2; E = -3; F = -1; G = 0; H = 4; I = 3; J = -14; K = 0.3
O=C(/C=C/NNC(=O)c1ccccc1)c1ccccc1
  A = -45; B = -20; C = -21; D = 2; E = -32; F = 1; G = -4; H = -2; I = -10; J = -8; K = 1.4
O=C(NCc1ccccc1)c1ccc(C(=O)NCc2ccccc2)cc1
  A = 11; B = -5; C = -14; D = ·; E = -3; F = -13; G = 3; H = -2; I = 0; J = 4; K = -0.1
O=C(c1csc2c1CCCC2)N1CCN(c2cccc(C(F)(F)F)c2)CC1
  A = 19; B = 34; C = -28; D = 2; E = 17; F = -13; G = -1; H = 1; I = 7; J = -6; K = 0.9
CC1CN(C(=O)COC(=O)c2ccc3ncsc3c2)CC(C)O1 (configuration not stated)
  A = -42; B = -2; C = -28; D = ·; E = -13; F = -6; G = -6; H = -3; I = 30; J = -1; K = -0.4
CCCCn1c(=N)n(CC(=O)c2ccco2)c2ccccc21
  A = 8; B = -4; C = -18; D = 3; E = -4; F = 8; G = 12; H = -10; I = -3; J = -40; K = -0.7
CC(=O)C1CCC2C3CC(C)C4=CC(=O)CCC4(C)C3C(=O)CC12C (configuration not stated)
  A = 7; B = 7; C = -28; D = ·; E = 9; F = 7; G = -7; H = 6; I = 19; J = -3; K = 0.7
CS(=O)(=O)Cc1ccc(C(=O)NCC2(N3CCCCC3)CCCCC2)cc1
  A = 17; B = -6; C = 4; D = 2; E = -5; F = -2; G = -1; H = -41; I = 20; J = -16; K = -0.5
COCCn1c(-c2ccccc2)csc1=Nc1cccnc1
  A = 14; B = 36; C = -1; D = 1; E = 18; F = 2; G = 5; H = -7; I = 5; J = 42; K = 0.9
CC1(CCc2ccccc2)NC(=O)N(CC(=O)N2CCCCCC2)C1=O (configuration not stated)
  A = 11; B = -10; C = -6; D = 1; E = 6; F = -1; G = -5; H = -5; I = 6; J = -11; K = 0.0
COCCCNC(=O)C1C2C=CC3(CN(Cc4ccc(C)cc4)C(=O)C13)O2 (configuration not stated)
  A = 12; B = -14; C = -8; D = -1; E = 2; F = 9; G = 1; H = -8; I = 0; J = 3; K = 4.2
N#CCCCSc1nnc(CSc2nc3ccccc3s2)n1-c1ccccc1
  A = 8; B = 16; C = -24; D = 0; E = 23; F = -1; G = 8; H = -7; I = 1; J = -23; K = 1.6
CCOC(=O)c1ccc(NC(=O)CSCC(=O)OCC(=O)c2ccccc2)cc1
  A = 14; B = 5; C = -13; D = 4; E = -6; F = 1; G = 6; H = -1; I = 2; J = 1; K = -4.4
Cc1ccc(C)c2[nH]c(=O)c(CN(CC3CCCO3)S(=O)(=O)c3ccc4c(c3)OCCO4)cc12 (configuration not stated)
  A = -25; B = 10; C = 0; D = -1; E = 3; F = -37; G = 5; H = -3; I = 6; J = -8; K = 1.6
CC(OC(=O)CNC(=O)c1ccc(Cl)cc1)C(=O)NC1CCCCC1C (configuration not stated)
  A = 8; B = 4; C = -7; D = 0; E = -14; F = 2; G = -4; H = 5; I = -26; J = -6; K = -0.3

Compounds shown so far that contain a thiophene ring, fused or not, in the order listed:
Letters: A = HIF-2a block; B = Shn3 3UTR inh; C = NR2E3 ag-1; D = NR2E3 ag-2; E = Peg3 prom inh; F = KKLEB cytotox; G = TRPM1 prom inh; H = LMP1 NFkB inh; I = CF NFkB inh; J = C8 TRAIL sens; K = hiPSC survival
Cc1ccsc1-c1nc(CN(C)C(C2CC2)C2CC2)c(C)o1
  A = -2; B = 15; C = 4; D = 2; E = -15; F = 4; G = 1; H = 1; I = -1; J = 4; K = -1.1
O=C(c1csc2c1CCCC2)N1CCN(c2cccc(C(F)(F)F)c2)CC1
  A = 19; B = 34; C = -28; D = 2; E = 17; F = -13; G = -1; H = 1; I = 7; J = -6; K = 0.9

Remaining list, next part
Letters: A = HIF-2a block; B = Shn3 3UTR inh; C = NR2E3 ag-1; D = NR2E3 ag-2; E = Peg3 prom inh; F = KKLEB cytotox; G = TRPM1 prom inh; H = LMP1 NFkB inh; I = CF NFkB inh; J = C8 TRAIL sens; K = hiPSC survival
CC1CN(c2ccc(Cl)cc2)c2nc3c(c(=O)[nH]c(=O)n3C)n2C1 (configuration not stated)
  A = 13; B = 7; C = -31; D = ·; E = -3; F = -1; G = 13; H = -2; I = 14; J = 14; K = -0.9
COc1ccc([C@H]2C(C(=O)O)=C[C@@H](CC3CCCC3)N2S(=O)(=O)c2ccc(C)cc2)cc1OC
  A = 7; B = -4; C = -32; D = ·; E = 0; F = 22; G = 3; H = 3; I = -25; J = -6; K = 1.3
COc1cccc(NC(=O)c2ccnc(N3CCC(C(=O)NCc4cc(OC)ccc4OC)CC3)c2)c1
  A = -2; B = 13; C = -30; D = 1; E = 20; F = -5; G = 3; H = -2; I = 17; J = 18; K = -0.4
CC(=O)c1ccc(NC(=O)CN(C)CC(=O)Nc2cccc(F)c2)cc1
  A = 17; B = -12; C = 3; D = 1; E = 2; F = 4; G = 6; H = -16; I = -47; J = -16; K = 0.0
CCOC(=O)N1CCC(Nc2c(NCCN3CCN(Cc4ccccc4)CC3)c(=O)c2=O)CC1
  A = 11; B = -3; C = -5; D = -2; E = 13; F = -3; G = 3; H = 4; I = 10; J = 6; K = 5.9
COc1ccc(CSC2=CS(=O)(=O)c3ccccc3N2)cc1
  A = -13; B = 0; C = 19; D = 2; E = -5; F = -5; G = 10; H = -5; I = 27; J = 2; K = -1.7
COc1ccc2[nH]c(=O)c(CN(C(C)=O)c3cccc(C)c3)cc2c1
  A = 13; B = -12; C = 0; D = -1; E = 4; F = -11; G = 8; H = -10; I = -3; J = -4; K = 3.0
Cc1nc2nc(C)c(CCC(=O)N3CCc4ccccc43)c(C)n2n1
  A = 15; B = -13; C = 12; D = 0; E = 15; F = 13; G = 9; H = -6; I = -16; J = -14; K = 2.8
N#Cc1ccc(C(c2nnnn2C2CCCC2)N2CCC(Cc3ccccc3)CC2)cc1 (configuration not stated)
  A = 17; B = 33; C = -17; D = -2; E = 14; F = -1; G = 10; H = 4; I = -6; J = -3; K = -0.5
COc1cccc(CNCCNC(=O)c2ccco2)c1OC
  A = 19; B = 3; C = -1; D = -1; E = -3; F = -1; G = 2; H = -10; I = 2; J = -16; K = 0.6
CCOC(=O)c1cc(-c2ccccc2)nn1-c1ccccn1
  A = -16; B = -15; C = -7; D = 0; E = 4; F = -5; G = 7; H = -4; I = 4; J = -30; K = -0.5
CCCc1nc2oc3c(NCCN4CCOCC4)ncnc3c2c2c1CCCC2
  A = 5; B = 27; C = -17; D = -5; E = 8; F = -20; G = 1; H = -4; I = 24; J = -10; K = -0.3
CCC(CO)Oc1cc(NCc2ccc(C(F)(F)F)cc2)c2ncn(C(C)C)c2c1 (configuration not stated)
  A = 17; B = 14; C = 1; D = ·; E = 17; F = 2; G = 9; H = 1; I = 35; J = -6; K = 1.2
O=C(O)c1cc(-n2[nH]c(=O)c3ccccc3c2=O)ccc1Cl
  A = -22; B = -17; C = -101; D = 2; E = -56; F = -5; G = 6; H = 2; I = 2; J = -2; K = -0.5
Cc1cc(C)cc(NC(=O)CSc2ccccc2)c1
  A = -109; B = -20; C = -29; D = 4; E = -71; F = 2; G = -3; H = -10; I = 7; J = -4; K = -2.8
CC(C)(C)c1ccc(OCC(=O)O)cc1
  A = -1; B = -8; C = -12; D = 0; E = -1; F = 10; G = 12; H = -8; I = -17; J = 10; K = -2.7
Cc1cc(C)c[n+](-c2nc([O-])sc2C=O)c1
  A = 9; B = -1; C = 0; D = 1; E = 8; F = 11; G = 3; H = -1; I = -16; J = -2; K = 2.2
N#Cc1ccccc1COC(=O)CCC(=O)c1cccs1
  A = 1; B = 5; C = -21; D = -2; E = 0; F = 0; G = 5; H = -4; I = 12; J = -5; K = -0.5
c1ccc(OCCOCCSc2ncccn2)cc1
  A = -124; B = -17; C = -30; D = 0; E = -88; F = -7; G = -26; H = -7; I = -6; J = -5; K = -4.1
